# Assay outcomes: PubChem BioAssay, Broad Institute
# TcdB GH inh – TcdB glycohydrolase inhibitors, primary screen, biochemical, single point, plate reader; Toxin B (Clostridioides difficile), P18177; TcdB glycohydrolase enzymatic assay; inhibition, % at 9.99 µM; hit rate 0.24% among 350,000; in the data active = inhibition above about 10%
# Mtb BioA inh – M. tuberculosis BioA enzyme inhibitors, primary screen, biochemical, plate reader, single point, HTS. purified M. tuberculosis BioA enzyme. inhibition, % at 9.99 µM. hit rate 0.096% among 360,000; in the data active = inhibition above about 40%
# Starred values were filed as active, the others as inactive. The list is partial, so the mix of outcomes need not match the whole.
SMILES,TcdB GH inh,Mtb BioA inh
C[C@H](CO)N1C[C@H](C)[C@H](CN(C)Cc2ccc3c(c2)OCO3)OCCCC[C@H](C)Oc2ccc(NS(=O)(=O)c3ccc(Cl)cc3)cc2C1=O,0.5,0.9
C[C@@H]1CCCCO[C@@H](CN(C)Cc2ccc3c(c2)OCO3)[C@H](C)CN([C@@H](C)CO)C(=O)c2cc(NS(=O)(=O)c3ccc(Cl)cc3)ccc2O1,0.2,1.5
CC(C)NC(=O)N[C@@H]1C=C[C@H](CC(=O)O)O[C@@H]1CO,0.3,1.4
C[C@H]1CN([C@@H](C)CO)C(=O)Cc2cc(NC(=O)Nc3ccc4c(c3)OCO4)ccc2O[C@H]1CN(C)Cc1ccc(Oc2ccccc2)cc1,0.3,1.9
Cc1noc(C)c1S(=O)(=O)N(C)C[C@@H]1Oc2c(NS(=O)(=O)c3cn(C)cn3)cccc2C(=O)N([C@@H](C)CO)C[C@@H]1C,0.5,-0.5
Cc1ccccc1-c1ccc2c(c1)O[C@H](CN(C)CC1CC1)[C@H](C)CN([C@@H](C)CO)S2(=O)=O,0.5,-0.2
COc1ccc(CN(C)C[C@@H]2OCCCC[C@@H](C)Oc3ccc(NC(=O)CCC(F)(F)F)cc3C(=O)N([C@H](C)CO)C[C@@H]2C)cc1,0.5,0.2
C[C@H]1CN([C@@H](C)CO)C(=O)Cc2cc(N(C)C)ccc2O[C@@H]1CN(C)CC1CC1,-5.0,-0.3
CC(C)NC(=O)N1C[C@@H]2[C@H](c3ccccc31)[C@@H](CO)N2C(=O)c1cccnc1,0.6,0.1
CN(C)C(=O)[C@@H]1[C@@H](CO)[C@@H]2Cn3c(ccc(-c4ccccc4)c3=O)[C@@H]2N1C(=O)c1ccccn1,-0.6,-1.3
C[C@H](O)C#Cc1ccc([C@H]2[C@@H](CO)N3CCCCN(C(=O)c4ccc5c(c4)OCO5)C[C@H]23)cc1,-0.9,0.3
N#C[C@@H]1[C@@H](c2ccc(C#Cc3cccc(F)c3)cc2)[C@@H](CO)N1C(=O)C1CCCC1,-0.6,-0.6
C[C@H](CO)N1C[C@H](C)[C@H](CN(C)Cc2ccccc2)OCCCC[C@H](C)Oc2ccc(NC(=O)Nc3cccc4ccccc34)cc2C1=O,0.0,3.8
COc1cccc(CN2[C@H](CO)[C@H]3c4ccccc4N(C(=O)c4ccncc4)C[C@H]32)c1,1.2,0.3
C[C@@H]1CCCCO[C@@H](CN(C)S(=O)(=O)c2ccc(Cl)cc2)[C@@H](C)CN([C@@H](C)CO)C(=O)c2cc(NC(=O)Nc3ccc(F)cc3)ccc2O1,0.5,-0.4
COCc1cn(CC[C@H]2CC[C@@H](NC(=O)Nc3ccc4c(c3)OCO4)[C@@H](CO)O2)nn1,0.0,-1.7
N#C[C@@H]1N[C@H](CO)[C@H]1c1ccc(-c2cccc(F)c2)cc1,-1.0,-2.3
O=C(CCN1CCCCC1)N[C@@H]1CC[C@@H](CC(=O)N2CCC(Cc3ccccc3)CC2)O[C@@H]1CO,-0.8,-1.5
C[C@@H]1CN([C@H](C)CO)C(=O)Cc2cc(NC(=O)C3CCCCC3)ccc2O[C@@H]1CN(C)Cc1ccc(Oc2ccccc2)cc1,1.0,0.7
O=C(C[C@@H]1CC[C@H]2[C@@H](COC[C@@H](O)CN2S(=O)(=O)c2ccc(F)cc2)O1)N[C@H]1CCN(Cc2ccccc2)C1,1.4,-0.7
CC(C)NC(=O)N(C)C[C@H]1Oc2ccc(NS(C)(=O)=O)cc2C(=O)N([C@H](C)CO)C[C@H]1C,-1.7,0.7
Cc1noc(C)c1NC(=O)Nc1cccc2c1O[C@H](CN(C)Cc1ccc(C(=O)O)cc1)[C@@H](C)CN([C@@H](C)CO)C2=O,-0.2,2.9
CO[C@@H]1CN(C)C(=O)c2cc(NC(=O)C3CCC3)ccc2OC[C@H](C)N(C(=O)NC(C)C)C[C@H]1C,0.3,-0.8
COc1ccc(NC(=O)Nc2ccc3c(c2)C(=O)N([C@H](C)CO)C[C@@H](C)[C@@H](CN(C)C(=O)c2ccccc2)OCCCC[C@H](C)O3)cc1,-0.3,-1.2

# Ordered by molar mass (lowest first): some entries from above.
SMILES,TcdB GH inh,Mtb BioA inh
N#C[C@@H]1N[C@H](CO)[C@H]1c1ccc(-c2cccc(F)c2)cc1,-1.0,-2.3
COc1cccc(CN2[C@H](CO)[C@H]3c4ccccc4N(C(=O)c4ccncc4)C[C@H]32)c1,1.2,0.3
CC(C)NC(=O)N(C)C[C@H]1Oc2ccc(NS(C)(=O)=O)cc2C(=O)N([C@H](C)CO)C[C@H]1C,-1.7,0.7
O=C(CCN1CCCCC1)N[C@@H]1CC[C@@H](CC(=O)N2CCC(Cc3ccccc3)CC2)O[C@@H]1CO,-0.8,-1.5
CO[C@@H]1CN(C)C(=O)c2cc(NC(=O)C3CCC3)ccc2OC[C@H](C)N(C(=O)NC(C)C)C[C@H]1C,0.3,-0.8
Cc1noc(C)c1NC(=O)Nc1cccc2c1O[C@H](CN(C)Cc1ccc(C(=O)O)cc1)[C@@H](C)CN([C@@H](C)CO)C2=O,-0.2,2.9
C[C@@H]1CN([C@H](C)CO)C(=O)Cc2cc(NC(=O)C3CCCCC3)ccc2O[C@@H]1CN(C)Cc1ccc(Oc2ccccc2)cc1,1.0,0.7
COc1ccc(NC(=O)Nc2ccc3c(c2)C(=O)N([C@H](C)CO)C[C@@H](C)[C@@H](CN(C)C(=O)c2ccccc2)OCCCC[C@H](C)O3)cc1,-0.3,-1.2
C[C@@H]1CCCCO[C@@H](CN(C)S(=O)(=O)c2ccc(Cl)cc2)[C@@H](C)CN([C@@H](C)CO)C(=O)c2cc(NC(=O)Nc3ccc(F)cc3)ccc2O1,0.5,-0.4

# The list goes on.
SMILES,TcdB GH inh,Mtb BioA inh
COCC(=O)Nc1ccc2c(c1)C(=O)N(C)C[C@H](OC)[C@H](C)CN(CC1CC1)[C@H](C)CO2,0.0,1.7
O=S(=O)(c1ccc(F)cc1)N1CC[C@@H]2[C@@H](CO)Nc3ccc(Br)cc3[C@@H]21,0.2,14.7
CNC[C@@H]1OCCCC[C@@H](C)Oc2ccc(NC(=O)c3ccncc3)cc2C(=O)N([C@H](C)CO)C[C@H]1C,-0.2,-1.9
Cc1cccc(S(=O)(=O)N2CCCCN3[C@@H](CO)[C@H](c4ccc(-c5ccccc5)cc4)[C@@H]3C2)c1,-0.4,-0.3
C[C@@H]1CN([C@@H](C)CO)C(=O)c2cc(NC(=O)Nc3ccc4c(c3)OCO4)ccc2O[C@@H](C)CCCCO[C@@H]1CN(C)S(=O)(=O)c1cccs1,0.4,1.0
CC(C)NC(=O)N(C)C[C@@H]1Oc2cc(C3=CCCCC3)ccc2S(=O)(=O)N([C@@H](C)CO)C[C@@H]1C,0.6,0.1
Cc1ccc(S(=O)(=O)N(C)C[C@H]2Oc3ccc(NC(=O)Cn4cnnn4)cc3C(=O)N([C@H](C)CO)C[C@@H]2C)cc1,-1.8,1.2
O=C(N[C@H]1C=C[C@H](CC(=O)N2CCOCC2)O[C@H]1CO)c1cccc(F)c1,-0.8,-0.8
COc1ccc(S(=O)(=O)N(C)C[C@H]2Oc3ncc(C#CC4(O)CCCC4)cc3C(=O)N([C@H](C)CO)C[C@H]2C)cc1,-0.2,-0.8
C[C@H]1CN([C@@H](C)CO)S(=O)(=O)c2ccc(C3=CCCC3)cc2O[C@H]1CN(C)C(=O)c1cccnc1,0.1,1.2
CCCc1cn(CC[C@@H]2CC[C@@H](NC(=O)CCN3CCCCC3)[C@@H](CO)O2)nn1,-1.0,1.3
O=C(C[C@@H]1CC[C@@H]2[C@H](COC[C@H](O)CN2C(=O)Cc2ccccc2)O1)NC1CCC1,-3.2,0.5
O=C(c1ccccc1F)N1C[C@@H]2[C@H](c3ccccc31)[C@@H](CO)N2C(=O)C1CCCC1,1.7,2.6
CCC(=O)Nc1ccc2c(c1)C(=O)N(C)[C@H]1CC[C@H](CC(=O)NC3CCCC3)O[C@H]1CO2,-0.1,-0.9
CC(C)CC#Cc1ccc2c(c1)O[C@H](CN(C)Cc1ccncc1)[C@H](C)CN([C@@H](C)CO)S2(=O)=O,-0.4,-1.1
COc1ccc(NC(=O)N(C)C[C@@H]2Oc3c(NC(=O)c4ccncc4)cccc3C(=O)N([C@@H](C)CO)C[C@H]2C)cc1,-0.9,-2.2
O=C(N[C@H]1CC[C@H](CCNS(=O)(=O)c2ccccc2Cl)O[C@@H]1CO)c1ccc(F)cc1,-0.4,-2.1
C[C@@H]1CCCCO[C@@H](CN(C)CC2CC2)[C@@H](C)CN([C@H](C)CO)C(=O)c2cc(NC(=O)Nc3ccccc3)ccc2O1,0.9,-1.0
C[C@@H]1CN([C@H](C)CO)S(=O)(=O)c2ccc(C#CC3CC3)cc2O[C@@H]1CN(C)C(=O)c1ccncc1,1.9,-0.6
COc1ccc(S(=O)(=O)N(C)C[C@@H]2OCCCC[C@H](C)Oc3ccc(NC(=O)Nc4ccc5c(c4)OCO5)cc3C(=O)N([C@H](C)CO)C[C@H]2C)cc1,-2.5,-2.3
C[C@@H]1CN([C@@H](C)CO)S(=O)(=O)c2ccc(C3=CCCC3)cc2O[C@H]1CN(C)C,-0.4,-0.3
COc1ccc([Si](C)(C)[C@H]2[C@H](CCn3cc([C@H](O)c4ccccc4)nn3)O[C@@]3(C(=O)N(Cc4cccc(N5CCOC5=O)c4)c4ccccc43)[C@@H]2C)cc1,-0.3,0.8
COc1ccccc1C(=O)N1C[C@H]2[C@@H](c3ccccc31)[C@@H](CO)N2CC1CCCC1,-1.4,0.1
C[C@@H]1CN([C@@H](C)CO)C(=O)Cc2cc(NC(=O)CCN3CCOCC3)ccc2O[C@H]1CN(C)CC1CCCCC1,-1.1,1.3
COCC(=O)Nc1ccc2c(c1)OC[C@H](C)N(Cc1ccccn1)C[C@H](C)[C@H](OC)CN(C)C2=O,-1.1,0.2
COc1ccc(C#Cc2ccc3c(c2)O[C@@H](CN(C)S(=O)(=O)c2ccccc2F)[C@H](C)CN([C@@H](C)CO)S3(=O)=O)cc1,0.2,-2.6
CC=Cc1ccc2n(c1=O)C[C@H]1[C@H](CO)[C@@H](C(=O)OC)N(Cc3ccccc3)[C@@H]21 (mixture of isomers),0.3,0.1
COc1ccc(NC(=O)N[C@@H]2CC[C@H](CCn3cc(-c4ccccc4)nn3)O[C@H]2CO)cc1,0.1,-0.3
CCCC#Cc1cnc2c(c1)C(=O)N([C@H](C)CO)C[C@@H](C)[C@@H](CN(C)C(=O)c1cnccn1)O2,1.1,-0.4
O=C(C[C@@H]1CC[C@@H](NS(=O)(=O)c2cccc(F)c2)[C@H](CO)O1)NCc1ccc2c(c1)OCO2,0.2,-0.5
CO[C@@H]1CN(C)C(=O)c2cc(NC(=O)Nc3ccccc3)ccc2OC[C@@H](C)N(CC2CC2)C[C@H]1C,1.4,1.0
C[C@@H]1CN([C@@H](C)CO)C(=O)CCCn2nncc2CO[C@H]1CN(C)C(=O)Nc1cccc(F)c1,1.3,-0.2
C[C@@H]1CCCCO[C@@H](CN(C)C(=O)Cc2ccccc2)[C@@H](C)CN([C@@H](C)CO)C(=O)c2cc(NC(=O)Nc3ccccc3)ccc2O1,-0.1,-0.5
O=C(CC1CC1)N[C@H]1CC[C@H](CCNS(=O)(=O)c2ccc(F)cc2)O[C@H]1CO,-2.0,0.4
C[C@H]1CN([C@@H](C)CO)C(=O)c2cc(C3=CCCC3)cnc2O[C@@H]1CN(C)C,-0.1,-0.1
C[C@@H]1CN([C@H](C)CO)C(=O)Cc2cc(NS(C)(=O)=O)ccc2O[C@H]1CN(C)C(=O)Nc1ccc(C(F)(F)F)cc1,1.1,0.4
COc1ccccc1CNC(=O)C[C@H]1C=C[C@@H](NC(C)=O)[C@H](CO)O1,-0.4,-2.6
CS(=O)(=O)Nc1ccc2c(c1)[C@@H]1C[C@@H](CC(=O)NCc3cccc(F)c3)O[C@@H](CO)[C@@H]1O2,0.1,5.5
CN(C)CC(=O)N1[C@@H]2c3ccc(-c4cccc(F)c4)c(=O)n3C[C@@H]2[C@@H](CO)[C@@H]1C(=O)NC1CCC1,-1.4,-0.3
Cc1ccc(S(=O)(=O)N(C)C[C@@H]2Oc3ccc(NC(=O)NC4CCCCC4)cc3CC(=O)N([C@@H](C)CO)C[C@H]2C)cc1,1.7,0.1
C[C@H](CO)N1C[C@H](C)[C@H](CN(C)Cc2ccccn2)Oc2ncc(C3=CCCCC3)cc2C1=O,-0.4,-3.0
CC(C)NC(=O)Nc1ccc2c(c1)C(=O)N([C@@H](C)CO)C[C@@H](C)[C@H](CN(C)C(=O)NC1CCCCC1)OCCCC[C@H](C)O2,2.6,-1.6
CCC(=O)N(C)C[C@H]1Oc2ncc(C#Cc3ccccc3)cc2C(=O)N([C@@H](C)CO)C[C@H]1C,1.4,0.0
O=C(C[C@H]1C=C[C@@H](NS(=O)(=O)c2ccc(F)cc2)[C@H](CO)O1)N1CCc2ccccc2C1,0.3,0.2
C[C@H](NC(=O)C[C@@H]1C[C@@H]2c3cc(NC(=O)NC4CCCCC4)ccc3O[C@@H]2[C@@H](CO)O1)c1ccccc1,0.0,-1.4
C[C@H](CO)N1C[C@H](C)[C@@H](CN(C)Cc2ccc(Cl)c(Cl)c2)Oc2ccc(NS(=O)(=O)c3cccs3)cc2CC1=O,0.7,17.9
O=C(C[C@H]1C[C@H]2c3cc(NC(=O)C4CCC4)ccc3O[C@H]2[C@H](CO)O1)NCC(F)(F)F,-0.5,-0.1
O=C(C[C@@H]1C=C[C@H](NC(=O)C2CCC2)[C@@H](CO)O1)NC1CCCCC1,-3.3,-5.8
O=C(c1ccc(F)cc1)N1CCCCN2[C@@H](CO)[C@@H](c3ccc(C#CC4(O)CCCC4)cc3)[C@@H]2C1,0.5,-4.3
C[C@@H]1CN([C@H](C)CO)C(=O)c2cc(C#CCN(C)C)cnc2O[C@@H]1CN(C)C(=O)CCN1CCCCC1,0.5,4.7
